MPTP block – mitochondrial permeability transition pore inhibitors, primary screen, biochemical, isolated mouse mitochondria, absorbance; Ca2+ swelling absorbance, 30 min; inhibition, % at 10 µM; 360,000 tested, 1.4% active; AID 602449, 2012;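 active means inhibition of 50% or more, scaled per plate between neutral and stimulator controls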;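 further: 0% = DMSO wells given calcium and 100% = 1 mM EGTA wells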
hIAP activ – human IAP activators, primary screen, biochemical, luminescence, uHTS | AID 2524, 2010 | activation factor at 10 µM | purified human IAP, CDP-Star luminescence, 30 min; hits give high values; 1 = vehicle-only enzyme, 0 = enzyme-free background | 330,000 tested, 0.16% active | Intestinal-type alkaline phosphatase (Homo sapiens), P09923;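 active means activation factor of the enzyme at least 2-fold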; further: the source names both 10 and 20 µM as test concentration; values of inactives mirror those of a sister screen read the other way
Target sequence (P09923 whole entry, looked up): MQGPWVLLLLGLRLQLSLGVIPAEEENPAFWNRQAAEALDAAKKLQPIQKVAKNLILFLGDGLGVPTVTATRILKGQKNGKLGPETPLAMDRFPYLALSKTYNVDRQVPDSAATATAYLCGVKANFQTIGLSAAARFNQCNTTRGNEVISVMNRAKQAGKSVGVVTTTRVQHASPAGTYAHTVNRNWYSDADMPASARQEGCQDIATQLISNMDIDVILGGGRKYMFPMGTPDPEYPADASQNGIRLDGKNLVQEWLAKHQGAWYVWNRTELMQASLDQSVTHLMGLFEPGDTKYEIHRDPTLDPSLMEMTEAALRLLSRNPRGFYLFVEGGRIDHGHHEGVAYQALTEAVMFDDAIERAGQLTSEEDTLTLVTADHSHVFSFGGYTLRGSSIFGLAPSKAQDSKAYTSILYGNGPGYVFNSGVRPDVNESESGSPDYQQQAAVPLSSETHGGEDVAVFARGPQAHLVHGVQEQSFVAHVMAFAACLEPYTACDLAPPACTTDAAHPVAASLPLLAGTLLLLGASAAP
PfG6PD inh – PfG6PD enzyme inhibitors, primary screen, biochemical, fluorescence intensity, uHTS. glucose-6-phosphate dehydrogenase-6-phosphogluconolactonase (Plasmodium falciparum 3D7). PfGluPho enzyme, NADPH resazurin-diaphorase fluorescence. inhibition, % at 20 µM. 350,000 tested, 0.78% active. AID 504690, 2011;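 active means inhibition reaching at least a set limit at 20 µM in the primary screen, cut at about 59% in these data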;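 further: 0% = DMSO wells with substrate and 100% = DMSO wells lacking glucose-6-phosphate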
SENP6 inh – SENP6 protease inhibitors, primary screen, biochemical, luminescence, uHTS | Sentrin-specific protease 6 (Homo sapiens), Q9GZR1 | Recombinant SENP6 catalytic domain, aminoluciferin luminescence | AID 2599, 2010 | inhibition, % at 10 µM | 330,000 tested, 1.8% active;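 active means inhibition above about 50% at the single tested dose, limit read from the data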;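 further: plate controls were DMSO wells with enzyme for no effect and DMSO wells lacking enzyme for full effect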
SENP8 block – human SENP8 protease inhibitors, primary screen, biochemical, fluorescence, Nedd8 protein substrate, uHTS; Sentrin-specific protease 8 (Homo sapiens), Q96LD8; recombinant SENP8; inhibition, % at 20 µM; 360,000 tested, 0.64% active; AID 602440, 2012; in the data active means inhibition mostly above about 40%, no sharp cut-off; inactive means mostly below about 27%
Target sequence (Q96LD8 whole entry, looked up): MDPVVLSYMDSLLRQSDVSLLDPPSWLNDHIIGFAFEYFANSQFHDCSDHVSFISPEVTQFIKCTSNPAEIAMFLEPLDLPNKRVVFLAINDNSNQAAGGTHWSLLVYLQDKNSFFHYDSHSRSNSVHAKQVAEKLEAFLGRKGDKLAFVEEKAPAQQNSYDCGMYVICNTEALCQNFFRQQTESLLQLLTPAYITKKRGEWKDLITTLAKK
SENP1 FRET inh – human SENP1 catalytic domain inhibitors, primary screen, biochemical, FRET, uHTS; 360,000 tested, 0.21% active; inhibition, % at 10 µM; recombinant SENP1 catalytic domain, CyPet-SUMO1-YPet FRET cleavage;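 active means inhibition at least 30% at 10 µM, raw YFP signal under a set limit, fluorescence ratio 0.5 to 1.5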;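 further: 0% = enzyme with DMSO and 100% = no enzyme wells; some results filed as inactive read as strong as hits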
Target sequence (Q9P0U3 419-644 limits assumed): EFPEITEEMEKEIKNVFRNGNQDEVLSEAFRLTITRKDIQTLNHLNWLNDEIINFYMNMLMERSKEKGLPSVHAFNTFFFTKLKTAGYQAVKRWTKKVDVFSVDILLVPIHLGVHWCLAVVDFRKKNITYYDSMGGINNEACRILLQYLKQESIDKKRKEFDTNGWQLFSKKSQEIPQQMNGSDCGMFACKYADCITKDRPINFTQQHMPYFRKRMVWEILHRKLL
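material = recombinant human SENP1 catalytic domain, His6-tagged | quantity = 20 pM enzyme | reagent = 25 nM SUMO1 FRET substrate | compound dosing = 10 µM single point, 0.5% DMSO | timing = 50 min enzyme reaction, room temperature, light-protected | detection = FRET, CFP and YFP emission | control set = no-enzyme low, enzyme-DMSO high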
NR3A LBD binder – binders of NR3A ligand-binding domain, primary screen, biophysical, differential scanning fluorimetry, uHTS; NR3A LBD differential scanning fluorimetry, Tm shift; 0% = protein alone, 100% = glycine-bound protein; Tm shift relative to glycine control, % at 25 µM; 340,000 tested, 2.5% active;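 active means melting temperature shift of at least 10% of the positive control shift, at one fixed dose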
ATG4B inhibitor – ATG4B protease inhibitors, primary screen, biochemical, fluorescence, uHTS; inhibition, % at 8.33 µM; Cysteine protease ATG4B (Homo sapiens), Q9Y4P1; ATG4B cleavage of LC3-PLA2, NBD-HPC fluorescence, 1 h; 340,000 tested, 0.51% active; AID 504462, 2011; in the data active means inhibition above about 40%
Active calls of the source: *; / = not tested or not shown.

1) COc1ccc(NC(=O)CSc2nc(N)c(NC(=O)c3ccccc3F)c(=O)[nH]2)cc1
2) Clc1ccccc1CN1CCSCC1
3) O=C(CC12CC3CC(CC(C3)C1)C2)NC(=S)Nc1ccc(CN2CCOCC2)cc1
4) C[C@H](CO)N1C[C@H](C)[C@@H](CN(C)C(=O)Nc2ccc3c(c2)OCCO3)OCc2cnnn2CCCC1=O
5) Cc1ccc(S(=O)(=O)CC(=O)N2CCN(c3cccc(C(F)(F)F)c3)CC2)cc1
Assay by compound	1	2	3	4	5
MPTP block	0.0	-0.5	1.3	0.4	-1.3
hIAP activ	1.1	1.1	1	/	1.2
PfG6PD inh	-34	9	19	5	8
SENP6 inh	1	13	-45	/	-2
SENP8 block	4	26	3	4	13
SENP1 FRET inh	1	1	4	-2	-5
NR3A LBD binder	0	2	2	/	-1
ATG4B inhibitor	5	-3	-9	/	-8

Retrieved one by one from the entries so far (2):
2) Clc1ccccc1CN1CCSCC1
4) C[C@H](CO)N1C[C@H](C)[C@@H](CN(C)C(=O)Nc2ccc3c(c2)OCCO3)OCc2cnnn2CCCC1=O
Assay by compound	2	4
MPTP block	-0.5	0.4
hIAP activ	1.1	/
PfG6PD inh	9	5
SENP6 inh	13	/
SENP8 block	26	4
SENP1 FRET inh	1	-2
NR3A LBD binder	2	/
ATG4B inhibitor	-3	/

Ordered by the number under ATG4B inhibitor (smallest number first): 3 from the list above.
no.	SMILES	MPTP block	hIAP activ	PfG6PD inh	SENP6 inh	SENP1 FRET inh	NR3A LBD binder	ATG4B inhibitor
3	O=C(CC12CC3CC(CC(C3)C1)C2)NC(=S)Nc1ccc(CN2CCOCC2)cc1	1.3	1	19	-45	4	2	-9
5	Cc1ccc(S(=O)(=O)CC(=O)N2CCN(c3cccc(C(F)(F)F)c3)CC2)cc1	-1.3	1.2	8	-2	-5	-1	-8
2	Clc1ccccc1CN1CCSCC1	-0.5	1.1	9	13	1	2	-3

(next part)
6) CC(Oc1ccc2ccc(=O)oc2c1)C(=O)NC1CC(C)(C)NC(C)(C)C1 (configuration not stated)
7) CC(=O)c1ccc(N2CCN(S(=O)(=O)c3ccc(-c4cnc(C5CC5)o4)cc3)CC2)cc1
8) CC1(C)CC(=O)C=C(NC2CCCCCC2)C1
9) COc1ccc(CNC(=O)C2CCCN(S(=O)(=O)c3cc(C)ccc3OC)C2)cc1 (configuration not stated)
10) CC1=C(C(=O)N(C)C)CC(CC(=O)NCC2CCCCC2)C(=O)N1Cc1ccccc1 (configuration not stated)
Assay by compound	6	7	8	9	10
MPTP block	-0.6	-0.6	0.9	-1.1	-0.1
hIAP activ	0.92	1.2	0.8	1	/
PfG6PD inh	-6	1	5	-2	-14
SENP6 inh	0	-9	-31	8	/
SENP8 block	-201	-107	18	1	5
SENP1 FRET inh	2	1	-3	4	0
NR3A LBD binder	0	4	11*	-1	/
ATG4B inhibitor	4	-5	3	19	/

11) O=C(CN1C(=O)S/C(=C/c2ccncc2)C1=O)N1CCOCC1
12) O=C(Nc1cccc(S(=O)(=O)N2CCCCC2)c1)c1ccc2c(=O)n3c(nc2c1)CCCCC3
13) CN(C)C=Nc1ccc2nn(-c3ccccc3)nc2c1
14) CC(C)c1nnc(NC(=O)c2ccc(S(=O)(=O)N3CCOCC3)cc2)s1
15) O=S(=O)(Cc1ccccc1)c1nc2ccccc2n1Cc1ccccn1
Assay by compound	11	12	13	14	15
MPTP block	1.0	4.8	0.9	-0.2	0.0
hIAP activ	1.5	1	1	0.96	0.98
PfG6PD inh	-11	56	-14	-10	3
SENP6 inh	-26	-13	41	-6	8
SENP8 block	20	2	-329	14	3
SENP1 FRET inh	2	1	-19	3	1
NR3A LBD binder	3	-9	-3	6	-1
ATG4B inhibitor	-1	-13	7	0	5

16) NS(=O)(=O)c1ccc(NC(=O)CSc2ncnc3ccccc23)cc1
17) COc1cc(C)c(S(=O)(=O)N2CCCC2)cc1C
18) Cc1ccc(-c2nnc(CSc3nnc(C)s3)o2)cc1
19) COc1ccc2c(-c3ccccc3)cc(SCC(=O)NC(N)=O)nc2c1
20) CCOc1ccc(S(=O)(=O)N2CCCC(C(=O)N3CCCC3)C2)cc1 (configuration not stated)
Assay by compound	16	17	18	19	20
MPTP block	0.3	0.4	-0.9	1.0	-1.6
hIAP activ	0.95	1	0.86	1.1	1
PfG6PD inh	-1	-12	11	-13	20
SENP6 inh	8	-1	-4	1	-2
SENP8 block	-9	11	-22	-130	5
SENP1 FRET inh	-8	1	0	0	0
NR3A LBD binder	0	0	3	2	2
ATG4B inhibitor	-12	0	-5	-1	0

21) O=C(CCC(=O)N1CCSc2ccccc21)NCc1cccc(Cl)c1
22) O=C(c1ccc2ccccc2c1)c1cccc(F)c1C(=O)O
23) Cc1cc(C)c(S(=O)(=O)N2CCOC2CNC(=O)C(=O)NCCCn2ccnc2)c(C)c1 (configuration not stated)
24) O=C(NCCc1ccc(Cl)cc1)c1cc(S(=O)(=O)N2CCCC2)ccc1F
25) CC[C@H](C)NC(=O)c1ccc(Cn2c(=S)[nH]c3c([nH]c4ccc(OC)cc43)c2=O)cc1
Assay by compound	21	22	23	24	25
MPTP block	0.2	-0.3	-0.1	2.0	4.6
hIAP activ	1.2	/	1.2	/	1.1
PfG6PD inh	0	-32	4	12	10
SENP6 inh	-5	/	4	/	-10
SENP8 block	4	-20	5	9	-192
SENP1 FRET inh	0	0	-1	0	-1
NR3A LBD binder	-1	/	-2	/	7
ATG4B inhibitor	21	/	-5	/	-4

Arranged by molecular weight (rising): some entries from above.
22) O=C(c1ccc2ccccc2c1)c1cccc(F)c1C(=O)O
21) O=C(CCC(=O)N1CCSc2ccccc21)NCc1cccc(Cl)c1
25) CC[C@H](C)NC(=O)c1ccc(Cn2c(=S)[nH]c3c([nH]c4ccc(OC)cc43)c2=O)cc1
Assay by compound	22	21	25
MPTP block	-0.3	0.2	4.6
hIAP activ	/	1.2	1.1
PfG6PD inh	-32	0	10
SENP6 inh	/	-5	-10
SENP8 block	-20	4	-192
SENP1 FRET inh	0	0	-1
NR3A LBD binder	/	-1	7
ATG4B inhibitor	/	21	-4

Further records
26) O=C(O)c1cc(S(=O)(=O)NCC2COc3ccccc3O2)ccc1Cl (configuration not stated)
27) CC(C)C(=O)Nc1ccc(C(=O)Nc2nnc(C(C)(C)C)s2)cc1
28) CC(=O)NC(=Cc1ccccc1)C(=O)N1CCCC1C(=O)O (configuration not stated)
29) Cc1ccc(NC(=O)CSc2n[nH]c(-c3ccccn3)n2)cc1
30) COCCn1c(SCC(=O)Nc2c(C)n(C)n(-c3ccccc3)c2=O)nc2ccccc2c1=O
Assay by compound	26	27	28	29	30
MPTP block	-0.3	-0.8	-2.5	-4.2	-0.7
hIAP activ	1	1	/	1.2	0.95
PfG6PD inh	-13	-7	13	-35	-14
SENP6 inh	5	3	/	-44	-19
SENP8 block	16	0	-2	11	1
SENP1 FRET inh	4	1	1	2	2
NR3A LBD binder	0	-1	/	-6	-1
ATG4B inhibitor	1	-2	/	10	1

31) c1ccc(N=C2SCCCS2)cc1
32) O=[N+]([O-])c1ccc(F)cc1OCc1nc(-c2cccs2)no1
33) O=C(CCNC(=O)c1ccc(Br)cc1)Nc1cccc(S(=O)(=O)N2CCCC2)c1
34) O=C(NCc1ccc2c(c1)OCO2)C1CC(c2ccccc2O)=NO1 (configuration not stated)
35) COC(CNC(=O)CSCc1nc(-c2ccc(SC)cc2)oc1C)OC
Assay by compound	31	32	33	34	35
MPTP block	1.7	-0.2	-1.2	-0.1	-0.4
hIAP activ	/	/	1.1	1	0.96
PfG6PD inh	-3	3	0	7	-10
SENP6 inh	/	/	-4	-7	3
SENP8 block	18	12	16	11	-73
SENP1 FRET inh	-1	6	0	2	-3
NR3A LBD binder	/	0	1	-1	0
ATG4B inhibitor	/	-3	-10	3	-1

36) NNC1=N[C@H]2CS(=O)(=O)C[C@H]2S1
37) CCOC(=O)N1CCC(=NNc2ccc(S(N)(=O)=O)cc2[N+](=O)[O-])CC1
38) COc1ccc(-c2n[nH]c(=S)n2Cc2ccccc2)cc1OC
39) Cc1nc2ncnn2c(N2CCC(C(=O)NCC3CCCO3)CC2)c1Cc1ccccc1 (configuration not stated)
40) O=C(O)CCCC(=O)Nc1cccc([N+](=O)[O-])c1
Assay by compound	36	37	38	39	40
MPTP block	-1.9	1.6	0.2	-1.9	-1.7
hIAP activ	0.96	1.1	1.3	0.87	0.94
PfG6PD inh	11	3	29	-3	6
SENP6 inh	-23	-16	17	4	15
SENP8 block	15	32	-27	9	5
SENP1 FRET inh	0	1	0	2	1
NR3A LBD binder	-2	-1	0	1	0
ATG4B inhibitor	-6	-6	-4	-10	5

41) COC(=O)c1cn(CC(=O)Nc2ccccc2C)c2ccccc12
42) CCC(C)C(NC(=O)c1ccccc1)C(=O)N1CCN(C(=O)c2ccccc2)CC1 (configuration not stated)
43) Cc1c(O)nc(SC2CC(=O)N(c3cc(Cl)cc(Cl)c3)C2=O)[nH]c1=O (configuration not stated)
44) Cc1ccc2[nH]c(CNC(=O)c3ccc(F)cc3)cc2c1
45) Cc1cc(NC(=O)CSc2nnc(Nc3ccccc3)s2)no1
Assay by compound	41	42	43	44	45
MPTP block	0.4	-1.1	0.2	1.1	-0.6
hIAP activ	0.82	/	0.99	0.96	0.96
PfG6PD inh	1	-16	-23	9	-9
SENP6 inh	2	/	-8	15	-19
SENP8 block	7	18	21	-2	16
SENP1 FRET inh	2	1	-9	-2	3
NR3A LBD binder	-3	/	1	-1	-2
ATG4B inhibitor	-1	/	-7	-4	2

46) C=CCc1cc(Cl)ccc1OCCCNC(C)C
47) O=C(CO/N=C/c1ccccc1O)N1CCc2ccccc21
48) C[C@H](NC(=O)[C@@H]1Cc2ccccc2CN1)C(=O)Nc1ccc2c(c1)OCO2
49) CCC(NC(=O)NNC(N)=S)(C(F)(F)F)C(F)(F)F
50) Cc1ccc(NC(=O)C(OC(=O)c2ccc(O)cc2)c2ccccc2)cc1Cl (configuration not stated)
51) COc1cc(NC(=O)/C=C/c2ccccc2)c(C(=O)O)cc1OC
52) O=C(CN1C(=O)CSC1=O)Nc1ccc(F)c(F)c1F
Assay by compound	46	47	48	49	50	51	52
MPTP block	-0.3	2.5	0.8	2.3	0.1	0.3	-0.8
hIAP activ	0.92	0.95	1	1.1	1	1.1	1.1
PfG6PD inh	6	8	12	2	-20	-2	-13
SENP6 inh	1	-17	5	-15	-10	3	4
SENP8 block	11	-1	-1	12	4	18	6
SENP1 FRET inh	2	2	-3	-2	-2	2	1
NR3A LBD binder	2	0	-4	-1	-1	-1	0
ATG4B inhibitor	1	-7	1	0	-4	-1	-5
